# Source: PubChem BioAssay (several laboratories)
# EP2 antag = EP2 receptor (human) inhibition; AID 1422; inhibition, % at 25 µM; 260,000 compounds, 0.52% hits; C6 glioma cells expressing human EP2, cAMP TR-FRET; cells stimulated with saturating PGE2;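 active = percent inhibition above 40 after rounding to a whole number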;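 also: rat C6 glioma host cells with rolipram phosphodiesterase inhibitor present; the protocol text gives 20 µM as final concentration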
# Target sequence (P43116 whole entry, looked up): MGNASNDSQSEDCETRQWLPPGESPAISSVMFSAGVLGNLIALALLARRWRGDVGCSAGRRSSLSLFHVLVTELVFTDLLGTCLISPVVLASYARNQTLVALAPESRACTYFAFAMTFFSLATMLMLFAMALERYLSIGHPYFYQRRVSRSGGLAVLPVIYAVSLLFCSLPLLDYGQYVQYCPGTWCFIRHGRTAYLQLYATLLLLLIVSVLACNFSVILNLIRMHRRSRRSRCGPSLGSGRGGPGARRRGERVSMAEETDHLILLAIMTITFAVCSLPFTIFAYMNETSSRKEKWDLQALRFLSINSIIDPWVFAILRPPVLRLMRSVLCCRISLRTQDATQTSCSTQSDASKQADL
# zVAD death inh = L929 zVAD cell death inhibition; L929 zVAD necroptosis rescue, ATP luminescence, 24 h; with zVAD 60 µM; viability rescue, % at 10 µM; 220,000 compounds, 0.38% hits; AID 1377;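 active = activation, scaled between plate controls, above about 75%, limit read from the data; inactive = activation under that limit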;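 also: 0% = zVAD with DMSO and 100% = DMSO alone without zVAD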
# Runt-SMMHC FRET = Runt domain-CBFb-SMMHC interaction inhibition | inhibition, % at 20 µM | 220,000 compounds, 0.74% hits | Q01196+Q13951 | Cerulean-Runt/Venus-CBFb-SMMHC FRET ratio 530/480, 1 h | AID 1434;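 active = mean inhibition across duplicate retests at 20 µM reaching about 50%, limit read from the data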;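 also: 0% = DMSO wells and 100% = wells with excess untagged CBFb-SMMHC; inhibitors lower the FRET ratio by blocking Runt binding to CBFb-SMMHC; some results filed as inactive read as strong as hits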
# Runt-CBFb FRET = Runt domain-CBFb interaction inhibition; inhibition, % at 20 µM; 220,000 compounds, 0.46% hits; Q01196+Q13951; Cerulean-Runt/Venus-CBFb FRET ratio 530/480, 1 h;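 active = inhibition over about 50% at 20 µM in the single-dose screen, limit read from the data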;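 also: 0% = DMSO wells and 100% = excess unlabeled CBFb competitor control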
#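 Reagent – Venus-CBFb binding partner, 100 nM · Assay system – Cerulean-tagged RUNX1 Runt domain (FRET donor) fusion protein · Input – 100 nM per protein · Incubation – two 1 h room-temperature incubations shielded from light · Measured by – FRET fluorescence · Medium – Tris buffer pH 7.5 with salts and BSA · Benchmarks – unlabeled CBFb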
# Hck Nef HTS = human Hck-Nef kinase inhibition; P08631; Recombinant Hck-YEEI plus Nef, Z-Lyte FRET kinase assay; inhibition, % at 20 µM; 220,000 compounds, 0.68% hits;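 active = Hck-Nef kinase inhibition above about 50%, limit read from the data; inactive = inhibition below that limit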;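 also: 0% = DMSO with Hck plus Nef and 100% = Hck alone without Nef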
# Target sequence (P08631 whole entry, looked up): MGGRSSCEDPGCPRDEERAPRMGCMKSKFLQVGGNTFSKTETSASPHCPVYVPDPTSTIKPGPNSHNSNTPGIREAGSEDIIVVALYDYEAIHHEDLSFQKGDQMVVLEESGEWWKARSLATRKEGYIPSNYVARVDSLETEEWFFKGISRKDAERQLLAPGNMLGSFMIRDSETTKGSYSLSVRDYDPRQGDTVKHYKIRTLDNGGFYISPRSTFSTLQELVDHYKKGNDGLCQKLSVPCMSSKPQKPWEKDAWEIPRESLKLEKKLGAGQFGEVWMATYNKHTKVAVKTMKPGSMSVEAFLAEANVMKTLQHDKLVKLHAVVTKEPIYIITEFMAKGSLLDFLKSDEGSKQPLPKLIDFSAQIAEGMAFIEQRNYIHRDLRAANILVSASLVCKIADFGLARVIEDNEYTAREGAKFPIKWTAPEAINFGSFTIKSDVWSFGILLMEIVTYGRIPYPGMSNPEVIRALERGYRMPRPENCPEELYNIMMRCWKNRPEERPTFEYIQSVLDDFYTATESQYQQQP
# EP2 mod = modulates human prostaglandin E2 receptor EP2 signaling | AID 940 | 260,000 compounds, 0.83% hits | induction, % at 25 µM | EP2-expressing cells, cAMP HTRF FRET, PGE2 co-stimulation;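 active = compounds whose cAMP rise, as percent of the full-agonist control response, exceeds 60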;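 also: rat C6 glioma line stably carrying human EP2 under a CMV promoter; the protocol text gives 20 µM as final concentration; 100% = response of wells given 1 µM PGE2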
# TNF necrop inh = blocks TNF-alpha induced death of Jurkat FADD-/- cells | Jurkat FADD-/- TNF necroptosis rescue, ATP luminescence, 24 h; 0 = TNF only, 100 = no-TNF cells | activation (protection from cell death), % at 10 µM | 220,000 compounds, 0.068% hits | AID 463075;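 active = activation, meaning protection from cell death, of at least 50% relative to plate controls; inactive = activation below 50%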;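 also: necroptosis triggered by 40 ng/mL TNF-alpha added together with compound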
# RBBP9 inh = human RBBP9 hydrolase inhibition; O75884; 220,000 compounds, 0.2% hits; recombinant RBBP9, FP-Rh probe fluorescence polarization; AID 1515; inhibition, % at 7.94 µM;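 active = inhibition above the campaign mean of all tested compounds plus 3 SD, cut at about 14% in these data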;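 also: plate controls were DMSO wells with RBBP9 for no effect and wells lacking RBBP9 protein for full effect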
# Target sequence (O75884 whole entry, looked up): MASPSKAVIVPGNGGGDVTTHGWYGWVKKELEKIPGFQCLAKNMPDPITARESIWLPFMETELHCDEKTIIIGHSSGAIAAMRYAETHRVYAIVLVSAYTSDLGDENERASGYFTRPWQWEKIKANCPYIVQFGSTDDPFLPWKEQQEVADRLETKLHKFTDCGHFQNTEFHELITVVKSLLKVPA
#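 System: RBBP9 protein / Buffer or medium: Tris/NaCl buffer pH 8.0 with 0.1% Pluronic / Probe or stimulus: Serine-hydrolase probe FP-Rh, 375 nM pre-mixing / Dosing: 7.94 µM single dose, 0.794% DMSO / Times: enzyme-compound preincubation 30 min, then probe labeling 45 min, 25 °C / Technique: fluorescence polarization (mP), excitation 525 nm, emission 598 nm / Replication: singlicate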
# PERK inh = blocks human PERK kinase; Q9NZJ5; CHO PERK-DD fusion, SEAP luminescence translation reporter; inhibition, % at 5.6 µM; 220,000 compounds, 0.17% hits;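 active = inhibition above the mean inhibition of all tested compounds plus 3 SD, set separately per screening campaign, cut at about 2.9% in these data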;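 also: PERK kinase domain activated by AP20187 dimerizer at 100 nM; 0% = DMSO with dimerizer and 100% = rapamycin at 8.4 µM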
# An asterisk follows results filed as active; x = no result given; & = joins results of further samples. An excerpt; count on the stated rates, not on these rows.
SMILES,EP2 antag,zVAD death inh,Runt-SMMHC FRET,Runt-CBFb FRET,Hck Nef HTS,EP2 mod,TNF necrop inh,RBBP9 inh,PERK inh
O=C(N/N=C\c1ccco1)Nc1cccc(Cl)c1,6,46,-2,14,-2,-21,3.5,-16,-0.4
CCOc1cc(C2CC(=O)NC3=C2C(=O)C(C(=O)OC)C(C)C3)cc(Br)c1O (stereo not drawn),4,1.0,8,19,0,28,-1.1,-7,-0.8
C=CCn1c(C(C)NC(=O)c2ccccc2C)n[nH]c1=S (stereo not drawn),11&8,-0.2,3,5,3,-2&-12,2.4,5,-0.3
NC(=O)[C@@H]1CCCN1Cc1nc(-c2ccc(C(F)(F)F)cc2)no1,1,-0.3,x,x,15,-35,-0.4,0,-0.1
COc1ccccc1CNC(=O)CSc1ccc(-c2cccc([N+](=O)[O-])c2)nn1,5,-0.7,0,-1,-28,-44,-0.4,-6,0.0
S=c1[nH]nc(C2CCCCC2)n1/N=C/c1ccco1,9,0.2,11,13,6,25,1.8,-7,0.6
Cc1ccc(NC(=O)Cc2nnc(SCC(=O)Nc3ccccc3)n2C)cc1,5,0.3,7,-1,3,7,1.5,-4,1.0
CC(=O)c1cccc(NC(=O)/C(=C\c2cccnc2)NC(=O)c2ccco2)c1,6,1.4,1,-2,-8,-5,-0.9,1,0.4
COc1cccc(C(=O)N2CCN(C(=O)c3cccs3)CC2)c1OC,25,-0.2,-8,2,1,0,-1.6,-5,0.2
O=C(NCc1ccc2c(c1)OCO2)C1CC(=O)N(CCc2ccccc2)C1 (stereo not drawn),8,-0.2,0,2,0,16,1.6,-3,0.1
O=C(CN1CCCC1)NCC12CC3CC(CC(C3)C1)C2,9,0.3,-8,-1,-5,-13,2.9,-5,0.6
COCCNS(=O)(=O)c1ccc(-c2ccc(Cl)cc2)cc1,7,-0.2,4,0,8,-32,0.1,4,1.8
O=S(=O)(NC(=S)NC1CCCCC1)c1ccc(Cl)cc1,3,0.2,-1,0,-8,-6,0.7,2,2.5
CC1(C)CC(=O)C(C#N)=C(NCCCO)C1,6,-0.6,-5,0,-4,13,-2.0,-4,1.1
COC(=O)COc1cccc(NS(=O)(=O)c2ccc(NC(C)=O)cc2)c1,13,-0.2,-1,-1,-6,-8,-1.1,-3,1.4
CCSC1=NN2CCS(=O)(=O)N=C2S1,8,2.7,0,2,-1,6,-0.4,-1,1.7
CCCC(C)c1nnc(NC(=O)CS(=O)(=O)Cc2ccccc2)s1 (stereo not drawn),12,-0.1,4,6,0,14,-1.1,1,-0.2
COn1c(SCc2cccnc2)nc2ccccc2c1=O,0,0.4,0,4,4,10,-1.7,-7,0.0
Cc1cc(NC(=O)CSc2nncc(=O)n2N)no1,3,-0.3,-7,3,-10,1,-0.3,-13,0.7
Cn1cnnc1SCc1ccc(C(=O)N/N=C(\CCC(=O)O)c2ccc(C(C)(C)C)cc2)cc1,9,0.7,4,0,5,11,0.7,7,0.9
CCC1=NN(C(=O)COc2ccccc2C)C(O)(c2ccncc2)C1 (stereo not drawn),9,2.2,0,0,22,5,-0.1,-3,0.4
OC(CNCC#Cc1ccccc1)c1ccccc1 (stereo not drawn),5,1.0,-1,-1,-3,-12,1.5,1,0.4
Cc1c(F)cccc1NC(=O)CCC(=O)O,8,-0.4,3,3,1,10,-1.3,-5,0.3
CCCCOc1ccc(/C=C/C(=O)OCC(=O)NC(=O)NCC(C)C)cc1OCC,4,4.5,-6,-1,5,9,1.2,-3,1.1
COc1ccc(C2CC(c3ccccc3)=NN2C(=O)c2cccs2)cc1 (stereo not drawn),11,-0.2,-6,-3,0,46,-5.7,1,1.0

# The list continues:
SMILES,EP2 antag,zVAD death inh,Runt-SMMHC FRET,Runt-CBFb FRET,Hck Nef HTS,EP2 mod,TNF necrop inh,RBBP9 inh,PERK inh
Cc1ccc(-n2c(SCC(=O)N3c4ccccc4Sc4ccccc43)nnc2-c2ccncc2)cc1,3,-0.5,-3,-4,5,39,-0.6,-5,0.8
CC1Cc2cc(/C=C3/SC(N4CCC(C(N)=O)CC4)=NC3=O)ccc2O1 (stereo not drawn),3,1.0,4,2,19,-70,-9.4,4,-0.2
O=C(Oc1cccc(NC2=NS(=O)(=O)c3ccccc32)c1)c1cccnc1,20,8.4,0,1,17,-43,-1.0,-7,0.4
CCc1cc2c(=O)c(-c3nc4ccccc4n3C)c(C)oc2c(CN2CCN(C)CC2)c1O,x,0.8,5,1,1,19,-1.3,-5,-0.9
CCCNS(=O)(=O)c1ccc(OCC(=O)N2CCC(C(=O)OCC)CC2)cc1,6,-0.4,-1,2,1,3,-1.5,11,0.8
CC(C)Sc1nc2c(c(=O)[nH]c(=O)n2C)n1CC(O)COc1ccccc1 (stereo not drawn),5,0.1,2,3,8,18,-1.1,-2,0.8
O=C(O)CNS(=O)(=O)c1cc(Cl)c(Cl)cc1Cl,13,0.3,-5,0,13,9,-1.2,5,1.1
CCCc1cc(=O)[nH]c(SCc2cc(C(=O)OC)c(C)o2)n1,11,-0.5,-2,0,2,43,-4.1,-5,0.1
COc1cc(CCN2C(=O)c3cccc4cccc(c34)C2=O)c(S(=O)(=O)N2CCCCCC2)cc1OC,1,2.4,-21,-5,3,26,-3.5,0,-1.0
NC(=O)C1CCN(C2=C(NS(=O)(=O)c3ccc(Cl)cc3)C(=O)c3ccccc3C2=O)CC1,5,-1.0,-2,4,17,-24,-14,-6,-1.5
O=C(COc1ccc(/C=N/NS(=O)(=O)c2ccccc2)cc1)Nc1ccc(F)cc1,11,0.4,0,8,1,3,0.0,-3,0.8
N/C(Cn1cncn1)=N\NC(=O)c1ccc(Cl)cc1Cl,3,3.3,-2,-1,-2,25,0.7,4,-0.9
CC(C)(C)c1csc(N/N=C/c2cccnc2)n1,8,77*,-4,0,5,-42,-0.1,0,1.9
C=CCOC(=O)C1=C(C)NC(SCC(N)=O)=C(C#N)C1c1ccc(C)cc1 (stereo not drawn),7,-0.5,-2,-2,17,16,-1.7,-11,-0.6
C=CCc1cccc2cc(C(=O)Nc3ccc(S(=O)(=O)Nc4nnc(CC)s4)cc3)c(=O)oc12,5,2.2,-2,-2,12,-7,1.7,-4,1.2
Cc1ccc(F)cc1NCC(=O)Nc1ccc(Br)cc1,5,3.2,-1,-2,1,-5,2.7,-3,0.1
COc1ccc(N(CC(=O)N/N=C/c2cccs2)S(=O)(=O)c2ccc(OC)c(OC)c2)cc1,4,0.7,-3,1,2,7,-4.2,-3,-1.2
O=C(NCC1CCCO1)c1cc(-c2ccncc2)nc2ccc(S(=O)(=O)N3CCOCC3)cc12 (stereo not drawn),3,0.7,3,0,13,3,-2.0,-1,-0.4
O=C(Nc1cccc(C(F)(F)F)c1)c1cc2c(=O)c3ccccc3oc2nc1C(F)(F)F,6,-0.2,2,1,-2,-16,-1.6,-6,-1.4
CC(C)C(=O)Nc1c2c(nc3ccccc13)N(C)CC2,6,-0.2,0,-2,3,-54,-1.8,-7,0.3
Cc1ccc(CNCC(O)(c2ccccc2)c2ccc(Cl)cc2)cc1 (stereo not drawn),3,-0.3,-3,-1,8,4,0.5,-8,0.0
COc1cc(C(=O)Nc2ccc(S(=O)(=O)Nc3cc(C)on3)cc2)cc(OC)c1OC,4,0.1,1,0,2,14,-2.6,-4,0.0
Cn1c(=S)n(/N=C/c2ccc3c(c2)OCO3)c2ccccc21,7,-0.3,1,-2,3,64*,2.0,-1,0.8
CCNS(=O)(=O)c1ccc(CCC(=O)Nc2ccc(C(=O)OC)cc2)cc1,8,2.7,-2,-2,-4,3,0.8,-4,1.2
CCN(CC)CCCN(Cc1cc2cc(OC)ccc2[nH]c1=O)C(=O)Nc1ccccc1,3,1.1,0,1,8,7,5.2,-5,1.1

# Continuation.
SMILES,EP2 antag,zVAD death inh,Runt-SMMHC FRET,Runt-CBFb FRET,Hck Nef HTS,EP2 mod,TNF necrop inh,RBBP9 inh,PERK inh
COc1ccc(-c2cn3cccnc3n2)cc1NC(=O)c1cccs1,7,2.8,-1,0,2,5,3.8,0,-0.6
Nn1c(CSc2ccccn2)nc2ccccc2c1=O,18,0.7,0,2,-2,-12,-0.5,-10,-0.6
CS(=O)(=O)N(CC(=O)N1CCCCC1)c1ccc(Cl)c(C(F)(F)F)c1,10,-0.2,2,-2,1,12,0.1,-2,-0.4
Cc1nn(C)c(C)c1NC(=O)c1ccnn1C,12,1.1,1,-1,0,16,0.5,-3,1.0
CCO[C@@H]1OC(C(=O)N2CCN(Cc3ccc4c(c3)OCO4)CC2)=C[C@H](C)[C@H]1CCCO,14,0.9,-2,5,-23,20,1.0,-2,0.0
CC(C)(C)NC(=O)C12CC3CC(CC(Cl)(C3)C1)C2,10,3.4,3,1,4,-2,0.3,-10,1.3
COc1ccc(OCCC(=O)NC2=NCCS2)cc1,10,0.4,-4,0,11,29,1.6,5,0.2
O=C(NCc1ccc2c(c1)OCO2)C1CCN(Cc2cnn(-c3ccccc3)c2-n2cccc2)CC1,13,0.2,0,-2,0,7,0.6,-1,-1.8
CCOC(=O)/C(C#N)=C1\CC2CCC1(C)C2(C)C (stereo not drawn),8,3.4,-1,19,6,36,-0.6,-9,0.3
COc1ccccc1OCC(=O)NNC(=O)C(=O)N1CCCC1,5,0.8,0,-1,3,19,0.7,-9,0.8
CN1/C(=C\C(=O)CSc2nncn2C)C(C)(C)c2ccccc21,3,1.8,2,-1,3,-7,-1.3,-9,1.7
Cn1c(=O)c2c(nc(-n3ccnc3)n2Cc2ccccc2)n(C)c1=O,9,0.1,-8,0,-1,25,-1.3,5,-0.1
COC(=O)C(F)(F)Sc1c(C)[nH]c2ccccc12,8,-0.1,5,4,0,14,-2.3,-12,0.0
O=C(O)c1nc(N2CCCC2)ncc1Cl,12,0.9,0,1,6,-13,0.2,-3,0.2
COc1ccc([N+](=O)[O-])cc1NC(=O)c1ccccc1SC,6,4.6,4,1,19,-4,1.4,-6,-0.3
COc1ccc2[nH]cc(CCNS(=O)(=O)c3ccccc3)c2c1,10,0.7,1,3,22,-23,-0.1,2,0.6
CC1Oc2ccccc2C=C1C1/C(=C(/O)c2ccccc2)C(=O)C(=O)N1CCCN(C)C (stereo not drawn),13,1.4,7,8,0,11,0.2,0,0.7
Cn1c(Cl)cnc1C(O)c1ccccc1 (stereo not drawn),9,0.1,-2,-2,0,-2,5.4,-12,1.8
COC(=O)c1ccc(N=NN2CCCCCC2)cc1,11,-0.9,-2,-1,0,25,1.3,-9,0.5

# Part of the list above, showing only TNF necrop inh:
molecule	TNF necrop inh
CC(C)(C)NC(=O)C12CC3CC(CC(Cl)(C3)C1)C2	0.3
COc1ccc(OCCC(=O)NC2=NCCS2)cc1	1.6
